Assay outcomes (PubChem)
CRFR2-BP ag: CRF-BP/CRF-R2 complex agonism; HEK293 CRF-R2/CRF-BP, calcium dye fluorescence (FLIPR); percent of saturating CRF peptide response; AID 588473; activation, % at 13.2 µM; 350,000 compounds, 0.46% hits;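 active means activation of at least 50%, plus an integration ratio under a set limit after plate pattern correction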;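 further: plate controls were neutral control wells without compound for no effect and CRF at EC100 for full effect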
IDE cell activ: activators of human insulin-degrading enzyme in cells; 340,000 compounds, 0.073% hits; activation, % at 5.96 µM; HEK cells, FAbeta-B cleavage, fluorescence polarization; 0% vehicle, 100% cell-free pure enzyme wells;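 active means activation above the mean of all tested compounds plus 3 SD, set per screening campaign, cut at about 17% in these data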
M4 PAM: positive allosteric modulators of human muscarinic M4 receptor; activation, % at 3 µM; AID 624126; CHO-K1 hM4/Gqi5, Fluo-8 calcium fluorescence, ACh EC20; 0% = ACh EC20, 100% = maximal ACh; P08173; 360,000 compounds, 0.4% hits;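 active means activation above its plate's cutoff, the mean activation of sample wells plus 3 SD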; further: some results filed as inactive read as strong as hits
Target sequence (P08173 whole entry, looked up): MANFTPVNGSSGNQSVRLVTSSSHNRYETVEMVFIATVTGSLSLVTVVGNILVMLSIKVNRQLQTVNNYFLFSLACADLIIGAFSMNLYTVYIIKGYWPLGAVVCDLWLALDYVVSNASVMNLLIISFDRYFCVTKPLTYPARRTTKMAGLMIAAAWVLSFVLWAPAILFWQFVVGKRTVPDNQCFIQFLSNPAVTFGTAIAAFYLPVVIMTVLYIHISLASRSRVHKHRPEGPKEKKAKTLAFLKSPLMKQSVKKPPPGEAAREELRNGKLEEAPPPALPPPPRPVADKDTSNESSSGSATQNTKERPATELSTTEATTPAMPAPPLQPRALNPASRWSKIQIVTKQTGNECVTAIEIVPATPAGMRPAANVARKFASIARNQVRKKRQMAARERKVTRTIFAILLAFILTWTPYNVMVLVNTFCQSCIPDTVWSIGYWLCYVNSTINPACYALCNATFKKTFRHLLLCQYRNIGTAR
MEKK3 PB1 HTS: MEKK3-MEK5 PB1 interaction, increase or decrease; bead-based flow cytometry, Alexa488-MEK5 binding to MEKK3; actives lie on both sides; 0 = blocked by unlabeled MEK5, 100 = vehicle; binding response (% of control), % at 10 µM; AID 1529; Q99759; 290,000 compounds, 1.4% hits;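 active means binding response more than 3 SD above or below the average of its plate-row segment, actives on both sides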;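 further: Alexa488 bead fluorescence after subtracting the streptavidin-only scavenger bead signal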
IDE cell inh: cellular human IDE inhibition; P14735; AID 434962; inhibition, % at 5.59 µM; 320,000 compounds, 0.41% hits; HEK cells, FAbetaB cleavage, fluorescence polarization;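 active means percent inhibition above the average of all tested compounds plus 3 SD, set per screening campaign, cut at about 16% in these data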;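 further: IDE supplied by intact live HEK cells; FP after avidin binding of uncleaved biotin substrate so inhibition keeps polarization high; 0% = DMSO wells and 100% = 60 µM reference IDE inhibitor Ii1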
PHOSPHO1 inh: inhibitors of human PHOSPHO1 phosphatase; Q8TCT1; recombinant PHOSPHO1, absorbance phosphatase assay; inhibition, % at 13.3 µM; 290,000 compounds, 1.1% hits; in the data active means inhibition above about 60%
Target sequence (Q8TCT1 whole entry, looked up): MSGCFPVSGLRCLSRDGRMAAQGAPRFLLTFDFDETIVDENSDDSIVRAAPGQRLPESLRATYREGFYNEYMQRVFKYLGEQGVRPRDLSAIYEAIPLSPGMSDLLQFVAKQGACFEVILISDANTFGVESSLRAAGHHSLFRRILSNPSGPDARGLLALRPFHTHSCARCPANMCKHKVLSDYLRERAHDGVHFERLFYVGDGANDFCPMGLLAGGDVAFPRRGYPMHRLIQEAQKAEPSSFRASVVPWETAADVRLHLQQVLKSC
GalR3 antag: antagonists of human GalR3; O60755; HEK293 GalR3-CNG cAMP membrane potential fluorescence; galR3 body fused to GalR1 C-terminus; inhibition, % at 3 µM; 360,000 compounds, 0.44% hits; AID 651719;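 active means inhibition above the screen-wide average plus 3 SD, cut at about 13% in these data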;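 further: forskolin and galanin both at EC90 stimulate the cells; cAMP rise reported by CNG channel membrane potential dye signal; 0% = forskolin plus galanin with DMSO and 100% = forskolin alone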
Target sequence (O60755 1-299 limits assumed): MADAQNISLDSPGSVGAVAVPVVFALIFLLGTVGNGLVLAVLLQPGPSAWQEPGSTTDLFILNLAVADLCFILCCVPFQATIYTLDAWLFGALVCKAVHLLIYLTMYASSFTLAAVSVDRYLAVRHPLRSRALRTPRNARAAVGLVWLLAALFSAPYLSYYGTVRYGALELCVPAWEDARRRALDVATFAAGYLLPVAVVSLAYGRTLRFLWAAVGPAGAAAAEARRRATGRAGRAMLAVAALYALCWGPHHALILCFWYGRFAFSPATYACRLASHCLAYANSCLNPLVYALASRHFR
CRFBP-R2 block: blocks CRF-induced signaling of the CRF-BP/CRF-R2 complex | inhibition, % at 11.8 µM | AID 588475 | 350,000 compounds, 0.59% hits | HEK293 CRF-R2/CRF-BP, CRF-induced calcium fluorescence;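 active means inhibition of the ligand-induced calcium signal above about 50% at the single tested concentration, limit read from the data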
p-CIP stab down: lowers stability of the mouse p/CIP coactivator protein | AID 1984 | F442A p/CIP-EGFP cells, EGFP fluorescence, 16 h | 290,000 compounds, 0.01% hits | Q05BA5 | decrease of EGFP signal, % at 10 µM;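 active means EGFP signal decrease of at least 30% at 10 µM or well 3 SD below plate mean, unless failing retest; inactive means the rest, including hits failing retest or dose response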; further: some compounds called inactive have numbers as strong as hits; many of its hits are not listed in these tables
The depositor's hits bear a star; . = not tested or not shown; & = joins results of further samples.

p-CIP stab down	M4 PAM	PHOSPHO1 inh	GalR3 antag	IDE cell activ	IDE cell inh	CRFBP-R2 block	CRFR2-BP ag	MEKK3 PB1 HTS	SMILES
-1.3	16.4	9.9	-4.8	6.7	0.4	-2.8	-0.2	102.0	CCOc1cc(-c2sc(Nc3ccccc3)n[n+]2-c2ccc(F)cc2)ccc1OC
-1.6	-4.1	31.3	1.7	2.8	-5.5	3.7	0.5	102.0	CCCc1nn2c(=O)cc(CSCC(=O)Nc3nnc(CC)s3)nc2s1
8.2	8.8	-20.6	-10.4	-2.4	5.3	4.7	-5.0	107.0	O=C(Cc1cc2ccccc2o1)NCc1ccc(F)cc1
-6.3	-6.8	-5.7	-0.8	-0.2	1.9	51.7*	-1.8	95.0	CN(c1ccccc1)c1ccc(/C=C(\CCC(=O)O)c2nc3ccccc3s2)cc1[N+](=O)[O-]
-2.4	0.5	47.1	-7.1	9.6	-3.7	1.2	1.5	103.0	CC(C)NC(=O)COc1cccc2ccccc12
-4.6	8.0	37.3	-6.1	0.3	8.1	-5.6	2.1	93.0	COc1ccc(N=C2NC(=O)C(CC(=O)NCCc3ccc(OC)c(OC)c3)S2)cc1 (stereo unspecified)
.	12.6	.	-2.2	6.3	-0.7	24.2	4.9	.	CN(CCOc1ccccc1)C(=O)c1cc([N+](=O)[O-])ccc1N1CCOCC1
-10.3	0.7	-3.3	-5.1	0.5	6.7	4.0	-1.3	95.0	Cc1nn(C)cc1NC(=O)CCSc1nc(-c2ccco2)cc(C(F)(F)F)n1
-8.7	-2.1	21.9	-2.2	-1.0	1.1	-3.3	1.3	99.0	COc1ccc(NC(=O)c2c(Cl)cnn2C)c(C)c1
6.3	-4.3	-15.4	-11.0	-0.4	1.9	14.0	-1.3	104.0	CCc1ccc(CNC(=O)CCc2cn(C)c3ccccc23)cc1

An excerpt of the results above, for reference:
p-CIP stab down	M4 PAM	PHOSPHO1 inh	GalR3 antag	IDE cell activ	IDE cell inh	CRFBP-R2 block	CRFR2-BP ag	MEKK3 PB1 HTS	SMILES
-1.3	16.4	9.9	-4.8	6.7	0.4	-2.8	-0.2	102.0	CCOc1cc(-c2sc(Nc3ccccc3)n[n+]2-c2ccc(F)cc2)ccc1OC
-1.6	-4.1	31.3	1.7	2.8	-5.5	3.7	0.5	102.0	CCCc1nn2c(=O)cc(CSCC(=O)Nc3nnc(CC)s3)nc2s1

(listing goes on)
p-CIP stab down	M4 PAM	PHOSPHO1 inh	GalR3 antag	IDE cell activ	IDE cell inh	CRFBP-R2 block	CRFR2-BP ag	MEKK3 PB1 HTS	SMILES
10.1	7.0	0.6	-5.5	-0.7	3.3	9.2	0.1	101.0	O=C1N/C(=N/c2ccccn2)SC1Cc1ccccc1 (stereo unspecified)
-9.9	9.4	-8.3	2.7	-4.5	-1.4	-21.0	0.8	105.0	CCOc1ccccc1NC(=O)c1ccccc1N(C)S(C)(=O)=O
-11.2	-7.8	20.1	-3.8	22.2*	-3.9	8.6	-0.1	99.0	Cc1ccccc1OC/C(O)=C(\C#N)c1nc2ccccc2[nH]1
-1.0	0.4	11.1	1.7	6.2	3.1	-1.8	1.8	105.0	Cc1cc(C)n(-c2nnc(C)n2N)n1
.	4.0	.	.	-0.1	0.3	7.1	-0.7	.	CC(=O)O[C@H]1CC[C@@]2(C)C(=CC[C@H]3[C@@H]4CC[C@H](C5(C)OCCO5)[C@@]4(C)CC[C@@H]32)C1
-1.0	-2.3	9.1	-6.1	3.5	2.0	-4.4	-0.5	107.0	COc1cc(CNCCN2CCOCC2)ccc1OCc1cccc(Cl)c1
7.9	-3.3	-1.2	-2.3	4.8	6.7	-10.6	1.0	.	O=C(c1ccc2c(=O)n(Cc3ccco3)c(=S)[nH]c2c1)N1CCN(c2ccccc2)CC1
8.1	-8.8	15.2	-2.8	4.4	1.4	-1.2	-2.0	94.0	Cc1nnc(N/N=C/c2cccs2)[nH]c1=O
8.6	-2.4	34.4	2.1	-0.6	6.8	3.4	-0.3	97.0	COc1ccccc1CN1CCNC(=O)C1CC(=O)N(C)CC1CCOCC1 (stereo unspecified)
-5.0	9.1	42.2	-0.8	2.7	-0.1	-2.5	2.1	103.0	COc1cccc(CN2CC(C(=O)NCCOc3cccnc3)CCC2=O)c1 (stereo unspecified)
-8.7	5.2	4.7	-2.9	-1.8	-3.5	12.6	-4.5	106.0	COC(=O)c1cccc(NC(=O)CN(c2ccc3c(c2)OCO3)S(C)(=O)=O)c1C
-9.5	-0.2	7.5	-3.4	-5.7	1.4	12.9	3.6	98.0	CC(C)NC(=S)N/N=C/c1cccnc1
7.8	21.1*	-12.6	1.0	4.0	5.3	-0.9	-1.2	105.0	c1ccc2c(c1)ccc1ncccc12
-14.6	-11.0	-108.2	-6.6	-8.3	4.8	15.3	-0.1	101.0	Cc1ccc2nc(SCc3ccc([N+](=O)[O-])cc3)[nH]c2c1
-10.8	1.4	13.7	-3.1	-0.3	-3.8	-2.8	-1.1	102.0	CCc1csc(CNC(=O)C2CCC(=O)N(Cc3cccc(F)c3)C2)n1 (stereo unspecified)
.	-3.9	.	-4.0	0.3	2.3	-4.8	-1.5	.	COC(=O)c1ccccc1Nc1ccnc(Cl)n1
.	.	.	-1.5	.	0.4	10.9	-2.1	88.0	Cn1c(N)c(C(=O)Nc2ccccc2)c(=O)[nH]c1=O
-4.8	0.4	-3.3	2.7	1.1	4.3	6.2	-0.8	110.0	Cc1ccc(C(=O)N2CCN(C(=O)CN3CCCC3)C2)cc1
-6.5	-3.1	41.1	-7.7	3.6	3.0	9.6	-0.3	109.0	O=[N+]([O-])c1cccc(S(=O)(=O)N2CCCCC2)c1
.	4.4	.	1.3	.	.	-3.1	-0.8	.	COc1cccc(S(=O)(=O)N(C)C[C@H]2OCc3cnnn3CCCC(=O)N([C@H](C)CO)C[C@@H]2C)c1

In the list so far, these contain fluorine.
p-CIP stab down	M4 PAM	PHOSPHO1 inh	GalR3 antag	IDE cell activ	IDE cell inh	CRFBP-R2 block	CRFR2-BP ag	MEKK3 PB1 HTS	SMILES
-1.3	16.4	9.9	-4.8	6.7	0.4	-2.8	-0.2	102.0	CCOc1cc(-c2sc(Nc3ccccc3)n[n+]2-c2ccc(F)cc2)ccc1OC
8.2	8.8	-20.6	-10.4	-2.4	5.3	4.7	-5.0	107.0	O=C(Cc1cc2ccccc2o1)NCc1ccc(F)cc1
-10.3	0.7	-3.3	-5.1	0.5	6.7	4.0	-1.3	95.0	Cc1nn(C)cc1NC(=O)CCSc1nc(-c2ccco2)cc(C(F)(F)F)n1
-10.8	1.4	13.7	-3.1	-0.3	-3.8	-2.8	-1.1	102.0	CCc1csc(CNC(=O)C2CCC(=O)N(Cc3cccc(F)c3)C2)n1 (stereo unspecified)

Next section
p-CIP stab down	M4 PAM	PHOSPHO1 inh	GalR3 antag	IDE cell activ	IDE cell inh	CRFBP-R2 block	CRFR2-BP ag	MEKK3 PB1 HTS	SMILES
12.4	9.2	12.1	-8.1	0.8	4.0	-4.8	-0.9	101.0	CSc1ccc(C(=O)NC2CCSc3ccccc32)cc1 (stereo unspecified)
0.7	12.3	28.1	0.4	3.9	4.2	0.1	-0.2	96.0	Cc1ccc(C)c(N2CCN(C(=O)c3ccc4c(=O)n5c(nc4c3)CCCCC5)CC2)c1
-19.2	-6.8	6.2	-0.8	0.8	.	21.0	1.6	101.0	Cc1cc(/C=c2\sc3nc4ccccc4n3c2=O)c(C)n1-c1ccc(C(=O)O)cc1
.	-2.1	.	-4.8	-4.4	-2.6	1.9	1.9	.	COc1cc(F)c(C2=CC(=O)C[C@H](c3ccc4c(c3)OCO4)C2)cc1F
11.6	-1.2	-26.1	.	2.5	2.5	12.2	3.0	110.0	CCCc1cc(C(=O)NCc2ccccc2)no1
-10.4	-1.1	32.3	-5.4	3.0	-4.6	6.1	-0.6	102.0	COc1ccc(NC(=O)CN2CCN(S(=O)(=O)N3CCCCCC3)CC2)cc1
-8.3	-23.9	3.9	-0.5	2.2	-0.3	-0.8	0.9	108.0	CC(OC(=O)c1cc(-c2cccnc2)nc2ccccc12)C(=O)Nc1ccc2ccccc2c1 (stereo unspecified)
4.8	-6.5	5.4	5.3	4.5	7.4	-9.6	-1.5	100.0	CCN(CC)CCCNC(=O)Cn1cnc2ccc(S(=O)(=O)N3CCC(C)CC3)cc2c1=O
-7.2	10.4	42.1	-6.6	-7.6	3.5	4.9	2.9	105.0	C=CCn1c(SCc2nc3sc(C(=O)O)c(C)c3c(=O)[nH]2)nnc1-c1ccc(C(C)(C)C)cc1
.	-3.1	.	3.7	3.3	6.5	-4.7	-0.7	.	COc1cccc(NC(=O)CN(C)S(=O)(=O)/C=C/c2ccccc2)c1
-10.7	-11.7	9.6	-5.3	-1.9	.	-8.0	-0.5	101.0	CCN(CC)CCNC(=O)c1ccc(NC(=O)c2ccc(COc3ccccc3)cc2)cc1
-4.8	-0.3	5.4	-3.5	2.7	0.5	1.2	-0.1	107.0	CCN(CC)CCn1c(NCc2cccc(OC)c2OC)nc2ccccc21
-3.5	2.5	-11.2	3.7	-1.2	6.7	-14.5	0.6	76.0	CSCCC(NS(=O)(=O)c1ccc(C)c(C(=O)O)c1)C(=O)O (stereo unspecified)
.	-6.3	.	.	11.4	-10.5&-8.0	30.5	55.3*	.	CC(CCC(C)C(C)(C)C)[C@@H]1CC[C@H]2C3C[C@H](OS(O)(=S)=S)[C@H]4C[C@H](OS(O)(=S)=S)[C@@H](OS(O)(=S)=S)C[C@]4(C)[C@H]3CC[C@]12C (stereo partly specified) (tested in a mixture with another compound)
-8.9	-6.2	26.7	0.4	-0.7	0.9	0.8	-1.1	98.0	COc1ccc2c(c1)-c1c(sn(-c3ccc(OC)c(OC)c3)c1=S)C(C)(C)N2
7.2	15.1	-10.0	-0.9	5.3	6.4	4.0	0.4	98.0	Cc1cc2c(c(=O)n1CC1CCCO1)C(c1ccc3c(c1)OCO3)C(C#N)=C(N)O2 (stereo unspecified)
2.1	5.0	19.1	-10.2	-2.4	5.3	16.6	-1.8	105.0	Oc1c(Br)cc(Br)cc1CNn1cnnc1
-16.2	-1.6	32.3	-8.5	3.9	6.9	-0.6	0.5	97.0	Cc1nnc(SCC(=O)NNC(=O)c2ccc(Cl)cc2)s1
-4.6	-1.9	22.1	-3.3	-1.5	7.1	14.1	-0.4	98.0	CN(C)C(CNC(=O)Nc1cccc(Cl)c1)c1cccnc1 (stereo unspecified)
3.1	2.9	44.6	0.6	4.4	4.4	-0.4	0.8	101.0	C/C(=N\NC(=O)c1cc(-c2ccccn2)nc2ccccc12)c1cccc([N+](=O)[O-])c1
-12.4	-2.4	-4.5	-3.0	4.5	-0.3	-51.0	9.3	95.0	O=C(NC(=S)NCc1ccc(-c2nc3ccccc3s2)cc1)c1ccco1
-11.2	-8.1	32.8	-5.6	2.6	5.3	37.5	-2.0	99.0	O=C(Nc1cccc(N2C(=O)C3C4C=CC(C4)C3C2=O)c1)c1cccs1 (stereo unspecified)
.	-1.6	.	0.7	4.6	1.9	10.9	0.5	.	O=C(OCCN1CCCCC1)c1c[nH]c2ccccc12
-6.3	-4.1	4.5	-2.7	1.0	-1.8	1.7	1.7	103.0	N#Cc1ccc(C23CC4(C2)[C@H](CN(Cc2ccc(C(F)(F)F)cc2)[C@@H]4c2ccccc2)C3c2ccccc2)cc1 (stereo partly specified)
-3.9	-5.4	38.9	-2.0	2.3	3.2	32.6	-1.8	102.0	COc1ccc(NC(=S)Nc2cccc(C(F)(F)F)c2)c(C)c1
6.0	0.2	-6.2	2.0	3.4	1.6	8.4	-0.8	103.0	CCOc1ccccc1NC(=O)C1CCC(CNc2c(N3CCOCC3)c(=O)c2=O)CC1 (stereo unspecified)
